Screens from PubChem.
Bcl-xL primary – Bcl-xL (human) inhibition; Q07817; GST-Bcl-xL / FITC-Bim BH3 peptide fluorescence polarization; inhibition, % at 10.9 µM; 0.7% of 320,000 active; AID 2129;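 active means inhibition above the mean of all tested compounds plus 3 SD, cutoff set per campaign, cut at about 30% in these data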;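 further: 0% = DMSO wells and 100% = unlabeled Bim-BH3 peptide competitor; inhibitors lower millipolarization by displacing the labeled peptide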
GLD-1 TGE inh – GLD-1-TGE RNA interaction inhibition (C. elegans) | 0.44% of 320,000 active | inhibition, % at 5.96 µM | Q17339 | purified GLD-1 + fluorescein TGE RNA, fluorescence polarization | AID 2280;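 active means percent inhibition above a per-plate cutoff, the plate mean of test compounds plus 3 SD, cut at about 30% in these data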;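 further: 0% = DMSO wells with GLD-1 and probe and 100% = wells lacking GLD-1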
AGP1 TOR yeast – alters AGP1-GFP fluorescence in TOR pathway yeast screen; 0.02% of 320,000 active; AID 2066; GFP response vs DMSO, % at 10 µM; S. cerevisiae AGP1-GFP multiplex flow cytometry, 3 h; GFP as percent of DMSO wells;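 active means GFP response relative to DMSO above a set limit, near screen average plus 3 SD, cut at about 150% in these data; inconclusive means fewer than 70 cells counted for the yeast strain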;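 further: median GFP channel fluorescence of the gated AGP1 strain per well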
GRK2 inh – human GRK2 inhibition via aptamer displacement. 0.59% of 330,000 active. inhibition of aptamer binding, % at 10 µM. bead flow cytometry, FAM-aptamer displacement from GRK2. P25098;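 active means inhibition of aptamer binding above 40%, roughly 3 SD of noise, on plates passing a quality check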;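 further: median bead fluorescence of bound FAM aptamer so fluorescent compounds give negative values; no value below 0 was filed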
VLA-4 inh – inhibition in a human VLA-4 binding assay; P13612; VLA-4 expressing cells, ligand binding flow cytometry; inhibition, % (about 7 µM as worked out from the volumes in the protocol); 0.2% of 330,000 active; AID 2557; in the data active means inhibition above about 50%
Fam108B inh – blocks mouse Fam108B hydrolase in RBBP9 counter-screen; 0.33% of 300,000 active; inhibition, % at 9.51 µM; recombinant Fam108B, FP-Rh probe fluorescence polarization;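 active means inhibition above the screen mean inhibition plus 3 SD, computed separately per campaign, cut at about 18% in these data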;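 further: inhibitors lower polarization as less probe binds the enzyme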
MCL1-BIM inh – MCL1-BIM-BH3 interaction inhibition (human). Q07820. GST-MCL1 / FITC-Bim-BH3 fluorescence polarization. inhibition, % at 10.9 µM. 0.68% of 320,000 active. AID 2057;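 active means inhibition above the mean inhibition of all tested compounds plus 3 SD, set per campaign, cut at about 40% in these data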;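 further: 0% = DMSO wells and 100% = unlabeled Bim-BH3 peptide control; higher means more loss of mP so more displacement of Bim peptide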
Target sequence (Q07820 whole entry, looked up): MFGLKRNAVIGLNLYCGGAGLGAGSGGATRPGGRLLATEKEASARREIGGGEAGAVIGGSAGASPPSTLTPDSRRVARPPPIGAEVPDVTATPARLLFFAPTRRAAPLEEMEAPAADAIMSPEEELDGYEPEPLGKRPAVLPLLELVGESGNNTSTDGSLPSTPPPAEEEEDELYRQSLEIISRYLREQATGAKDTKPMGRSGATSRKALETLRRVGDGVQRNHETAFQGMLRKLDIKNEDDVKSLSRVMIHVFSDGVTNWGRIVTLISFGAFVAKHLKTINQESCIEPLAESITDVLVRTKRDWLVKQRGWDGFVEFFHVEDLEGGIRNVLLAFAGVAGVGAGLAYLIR
MEX-5 binding – C. elegans MEX-5 TCR-2 RNA binding activity. MEX-5/FITC-TCR2 RNA binding, fluorescence polarization; stronger effect = lower value. AID 1832. 0.38% of 300,000 active. Q9XUB2. activity score (negative = inhibition of binding), % at 10 µM;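 active means inhibition past about -25% in most replicates, and total fluorescence under double the plate's negative control median, limit read from the data; inconclusive means replicates evenly split on the limit, or fluorescence at least double controls; inactive means too little inhibition in most replicates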;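 further: 0% = DMSO and -100% = 5 µM competing unlabeled TCR2 RNA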
Target sequence (Q9XUB2 whole entry, looked up): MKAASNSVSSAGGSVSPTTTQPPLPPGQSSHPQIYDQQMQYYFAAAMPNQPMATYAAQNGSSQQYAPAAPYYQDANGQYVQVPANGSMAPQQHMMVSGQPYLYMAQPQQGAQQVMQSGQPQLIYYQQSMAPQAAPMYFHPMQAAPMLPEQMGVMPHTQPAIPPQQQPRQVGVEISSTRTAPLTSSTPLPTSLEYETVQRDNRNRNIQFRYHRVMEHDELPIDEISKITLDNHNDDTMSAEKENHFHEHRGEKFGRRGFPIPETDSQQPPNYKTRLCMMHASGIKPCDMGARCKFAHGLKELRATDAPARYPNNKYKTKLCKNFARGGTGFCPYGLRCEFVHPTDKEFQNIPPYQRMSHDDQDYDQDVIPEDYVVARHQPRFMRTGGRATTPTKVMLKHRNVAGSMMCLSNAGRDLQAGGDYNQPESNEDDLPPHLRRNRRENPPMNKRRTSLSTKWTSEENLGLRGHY
CIT2 TOR yeast – modulators of TOR pathway CIT2-GFP in S. cerevisiae; S. cerevisiae CIT2-GFP strain, flow cytometry, 3 h; 100 means same as DMSO wells; GFP response vs DMSO, % at 10 µM; 0.065% of 320,000 active;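 active means GFP response relative to DMSO above a set limit, near the screen mean plus 3 SD, cut at about 150% in these data; inconclusive means Fewer than 70 cells measured for a yeast strain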;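 further: ratio of well median GFP fluorescence to mean of DMSO wells on the plate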
Numbers without * were called inactive; ? = inconclusive; / = no result given; & = joins results of further samples; [ ] = dose if it differs, or a comment.

Results follow in this order: MCL1-BIM inh, CIT2 TOR yeast, GRK2 inh, GLD-1 TGE inh, MEX-5 binding, Fam108B inh, Bcl-xL primary, AGP1 TOR yeast, VLA-4 inh
- CC(=O)NC(NC(=S)Nc1ccc(N=Nc2ccccc2)cc1)C(Cl)(Cl)Cl (stereo unspecified)
    4, 99, 0, -1, -3.2, 9, 2, 103, 17
- Cc1ccc(C(C(=O)NC(C)(C)C)N(CC2CCCO2)C(=O)Cn2nnc(-c3ccc(C)o3)n2)cc1 (stereo unspecified)
    -1, 95, 1, 4, 3.7, 5, 3, 100, -3
- Cc1cc(Cl)c(S(=O)(=O)N2CCN(c3ccccn3)CC2)cc1OCC(N)=O
    -3, 111, 0, -4, 0.1, 3, 0, 109, -6
- Cc1ccc(S(=O)(=O)NCCSCc2ccco2)cc1
    2, 96, 0, -1, 2.6, -6, 4, 98, 9
- COc1ccc(N(C(C)C(=O)N/N=C/c2ccc(OC)c(OC)c2)S(C)(=O)=O)cc1 (stereo unspecified)
    0, 100, 9, 0, 0.6, 0, 1, 98, 0
- FC(F)(F)Oc1ccc(NC(=S)Nc2ccc(OC(F)(F)F)cc2)cc1
    4, 81, 0, 7, -1.2, -7, 3, 90, 2
- Cc1ccc(NC(=O)CCNC(=O)Cn2cnc3ccccc3c2=O)cc1F
    11, 108, 1, -3, -2.0, 3, -1, 115, -9
- COc1ccc(-n2cc3ccc([N+](=O)[O-])cc3n2)cc1
    8, 85, 0, -2, -0.3, -1, 5, 90, -1
- COc1ccc(C(=O)Nn2c(C)nc3ccccc3c2=O)cc1
    7, 101, 2, 0, -0.4, 1, 4, 99, 14
- Cc1ccc(C(=O)C(=S)N2CCOCC2)cc1
    -1, 98, 0, -1, 3.2, 0, 2, 98, -3
- O=C(c1cccnc1)N1CCC(Oc2ccc(C(=O)N3CCCC(O)C3)cc2)CC1 (stereo unspecified)
    -3, 109, 2, 7, 0.6, 4, -2, 105, 4
- COc1ccc(NC(=O)/C=C/c2ccc(Br)o2)cn1
    9, 100, 7, 4, -1.1, -2, 15, 100, 7
- CC(C)CC(=O)NC(=S)Nc1ccccn1
    -3, 103, 0, 0, /, -1, 2, 102, 3
- Clc1cccc2sc(N3CCCCC3)nc12
    58*, 92, 1, 19, -2.3, -3, 69*, 95, 13
- O=C(CSc1nc2ccccc2c(=O)n1CC1CCCO1)NCC1CCCO1 (stereo unspecified)
    2, 108, 5, 0, 0.8, -4, 4, 93, 10
- CCC(C)(C)NC(=O)CN(C(=O)CCC(=O)Nc1nccs1)c1ccc(C)cc1
    5, 98, 0, 7, 0.7, 5, 7, 101, 7
- CCN(CC)c1ccc(NC(=O)CSc2nc3ccccc3c(=O)n2-c2cc(S(=O)(=O)N(C)C)ccc2C)cc1
    0, 96, 18, 10, -0.9, 2, -1, 93, 5
- CC(C)n1c(N2CCN(CC(=O)NCc3cccs3)CC2)nc2ccccc21
    -1, 93, 1, -7, -1.2, 0, -2, /, 6
- COc1ccc(CNC(=O)c2cc3cc(OC)ccc3oc2=O)cc1
    0, 93, 3, 2, -0.8, -3, 3, 96, 12
- COc1ccc(C2/C(=C(/O)c3ccccc3)C(=O)C(=O)N2c2ccccn2)cc1 (stereo unspecified)
    -1, 94, 0, 3, 1.7, -2, 3, 93, 1
- CCOC(=O)c1oc2ccccc2c1COC(=O)CNC(=O)c1ccc(C)cc1
    9, 99, 3, 4, 2.2, -2, 3, 104, -18
- Cc1cc(F)ccc1NC(=O)CCc1c(C)nn(-c2ccc(N3CCCCC3)nn2)c1C
    2, 111, 3, 10, -0.9, 3, 2, 107, -6
- CCOC(=O)c1c(C)[nH]c(C(=O)OCC(=O)N2CCN(S(=O)(=O)c3ccccc3)CC2)c1C
    -4, 90, 4, 3, -0.4, 1, 2, 95, -18
- COc1ccc(S(=O)(=O)Nc2ccc(S(=O)(=O)N3CCCCC3)cc2)cc1C
    7, 101, 0, 2, -1.2, 2, 2, /, 3
- Cc1nnc(SCC(=O)N/N=C/c2ccc(-c3ccc(C)c(Cl)c3)o2)s1
    7, 82, 0, -5, 1.0, 6, 3, 94, -8
- CN(C(=O)CSc1nncn1-c1ccccc1)C1CCS(=O)(=O)C1 (stereo unspecified)
    1, 92, 0, 8, 0.6, -3, 4, 99, -10
- Cc1ccc(N2CC(C(=O)Nc3ccc(S(=O)(=O)Nc4nccc(C)n4)cc3)CC2=O)cc1 (stereo unspecified)
    1, 102, 0, 3, 0.5, 0, 3, 104, 10
- Cn1c(=O)[nH]c(=O)c2c1nc(N1CCCCC1)n2CCSc1nc2ccccc2o1
    4, 87, 5, 0, -0.4, -3, 1, 97, 0
- O=C(NCc1ccccc1)Nc1cccn(Cc2cccc(F)c2)c1=O
    1, 101, 1, 2, 1.4, -1, 1, 98, 8
- O=C(CCCCCCCC(=O)NNC(=O)Nc1ccccc1)NNC(=O)Nc1ccccc1
    4, ?, 0, 4, -2.6, -12, 2, 13[may fluoresce violet], -4
- CC(=O)Nc1nc(-c2ccccc2)nc(C)c1C(C)=O
    7, 102, 0, 1, 0.5, -4, 8, 103, -5
- O=S(=O)(Nc1cccc(CO)c1)c1cccs1
    4, 95, 0, 3, -0.6, -1, 3, 102, -6
- O=C(NCc1ccc(Cl)cc1)C(=O)NCC(c1ccco1)N1CCOCC1 (stereo unspecified)
    -6, 100, 1, 5, -0.8, 1, 1, 103, 12
- COC(=O)C(NC(C)=O)(Nc1ccc(Br)cc1)C(=O)OC
    1, 100, 0, 6, 1.2, 2, 3, 102, 5
- COc1ccc(-c2coc3cc4oc(=O)c5ccccc5c4cc23)cc1F
    -3, 96, 0, 2, /, -19, 5, 100, 10
- O=C(NNC(=S)NCc1ccc(Cl)cc1)c1ccc2c(c1)OCO2
    -2, 98, 0, 2, -5.4, 1, -2, 97, 37
- Cc1cc(C)cc(C(=O)Nc2cccnc2Cl)c1
    3, 102, 2, 6, -1.6, -1, 4, 101, 17
- COc1ccccc1NC(=O)CSc1nnc(C)n1Cc1ccccc1
    0, 98, 0, 3, -0.4, -2, -3, 101, 12
- COc1ccc(-n2cc3c(-c4cccc(Br)c4)nnc(C)c3n2)cc1
    1, 83, 0, -12, -16, -4, 3, 79, 5
- Cc1ccc(S(=O)(=O)NCC(=O)N(CC(=O)NC2CCCCC2)Cc2ccco2)cc1
    -1, 108, 0, 3, 0.2, 3, 0, 94, -3
- NCCc1cnc[nH]1
    15&-1, 121&84, 2&0, 25&4, 0.3&-1.6, -7&3, 5&4, 97&88, 0&31
- O=C(c1ccc2c(c1)OCO2)C1CCCN(Cc2cccc(C(F)(F)F)c2)C1 (stereo unspecified)
    5, 91, 2, -1, -3.5, -1, 1, 97, -5
- COCC(C)NC(=O)c1ccccc1[N+](=O)[O-] (stereo unspecified)
    10, 96, 1, 2, 1.8, 1, 6, 93, 12
- CCCCCCNCc1c(F)cccc1Cl
    -5, 104, 2, 1, -0.6, 9, 3, 98, 2
- CCN(CC(=O)Nc1ccc(N2CCOCC2)cc1)C(=O)Cc1ccccc1
    -1, 102, 10, 1, /, /, -1, 98, 9
- COc1ccc(S(=O)(=O)N/N=C(/C)c2ccncc2)cc1OC
    /, 82, 0, /, 0.8, /, /, 97, -4
- CC(=O)c1c(C)[nH]c(C(=O)COC(=O)CCOc2ccc(C)cc2)c1C
    3, 86, 1, 6, -1.4, -6, 3, 98, 7
- Cc1c(Cl)ccc2c(C(N)=O)cc(-c3ccccn3)nc12
    21, 110, 0, 12, /, 8, 13, 109, -9
- COc1ccccc1N1CCN(C2CCCN(S(=O)(=O)c3cccc(Cl)c3)C2)CC1 (stereo unspecified)
    3, 102, 1, 2, -0.4, -3, 8, 102, -4
- COc1ccc2[nH]c3c(=O)n(Cc4ccncc4)cnc3c2c1
    0, 98, 4, -4, -3.3, 2, -1, 105, 6
- Cn1c(=O)c2c(nc(SCCN3CCCCC3)n2Cc2ccccc2)n(C)c1=O
    10, ?, 0, -11, 0.5, -3, 1, ?, -1
- O=C(Nc1ccc(S(=O)(=O)NC2=NCCCCC2)cc1)c1ccc2ccccc2n1
    8, 107, 0, -5, 1.6, -9, 10, 100, -4
- N#Cc1ccccc1S(=O)(=O)N1CCN(CC(=O)Nc2ccccc2C(=O)NC2CC2)CC1
    1, 100, 0, 2, /, /, 0, 104, -11
- COc1ccc(C(=O)O)cc1S(=O)(=O)Nc1cc(Cl)ccc1N1CCOCC1
    0, 95, 0, 7, /, /, -2, 101, 5
- COc1ccc(/C=N/NC(=O)c2cccnc2)cc1COc1ccc([N+](=O)[O-])c(C)c1
    8, 83, 0, -2, /, -40, 5, 97, -7
- CCCOC(=O)C[N+](C)(C)CCOC1CC2CCC1(C)C2(C)C (stereo unspecified)
    4, 89, 0, -4, 1.7, -3, 1, 103, 2
- CCCCn1c(-c2ccco2)nc2ccccc2c1=O
    5, 96, 0, -1, 1.3, 0, 7, 94, 5
- Cn1c(SCc2ccc(Cl)cc2)nc(C(F)(F)F)cc1=O
    1, 98, 2, 8, -2.4, 2, 1, 101, -1
- COc1ccc(C(=O)NCC(=O)Nc2cccc(S(=O)(=O)NCc3ccco3)c2)cc1OC
    -5, 102, 2, 1, -3.7, -2, 3, 104, 1
- O=C(NCC1COc2ccccc2O1)c1cn(Cc2ccc(F)cc2)nn1 (stereo unspecified)
    -5, 109, 1, 13, 0.6, -5, 4, 108, 0

The list goes on.
Results follow in this order: MCL1-BIM inh, CIT2 TOR yeast, GRK2 inh, GLD-1 TGE inh, MEX-5 binding, Fam108B inh, Bcl-xL primary, AGP1 TOR yeast, VLA-4 inh
- O=C(N/N=C/c1cccnc1)c1cc2ccccc2cc1O
    -3, 96, 0, -4, 0.9, 3, -3, 98, 9
- O=C1c2cc(O)cc(O)c2C(=O)c2c1cc(O)c([C@@H](CO)CCO)c2O
    -42, 96, 0, 2, -10, 10, -24, 96, -18
- CC(=O)NNC(=O)c1csc(-c2csc(C)n2)n1
    3, 91, 0, 2, /, 1, 6, 95, 2
- Cc1noc(C(=O)NC2CCCCC2)c1Cl
    2, 86, 1, -1, /, 6, 2, 85, 11
